Screening data deposited in PubChem BioAssay by National Center for Advancing Translational Sciences (NCATS).
KAT2A inh – blocks human GCN5L2 histone acetyltransferase. GCN5L2 HAT assay, ThioGlo1 CoA-SH fluorescence. AID 504327. hit rate 0.21% among 390,000. Potency, µM (titrated, usually from 58.9 µM), for inactives: at the top dose activity change, negative = inhibition, hits mostly inhibitors. Q92830; active means well fitted inhibition curve with a large enough effect; inconclusive means small, poorly fitted or top-dose-only effect, or another doubt; inactive means no such curve, though single readings can be large or run the other way
Target sequence (Q92830 whole entry, looked up): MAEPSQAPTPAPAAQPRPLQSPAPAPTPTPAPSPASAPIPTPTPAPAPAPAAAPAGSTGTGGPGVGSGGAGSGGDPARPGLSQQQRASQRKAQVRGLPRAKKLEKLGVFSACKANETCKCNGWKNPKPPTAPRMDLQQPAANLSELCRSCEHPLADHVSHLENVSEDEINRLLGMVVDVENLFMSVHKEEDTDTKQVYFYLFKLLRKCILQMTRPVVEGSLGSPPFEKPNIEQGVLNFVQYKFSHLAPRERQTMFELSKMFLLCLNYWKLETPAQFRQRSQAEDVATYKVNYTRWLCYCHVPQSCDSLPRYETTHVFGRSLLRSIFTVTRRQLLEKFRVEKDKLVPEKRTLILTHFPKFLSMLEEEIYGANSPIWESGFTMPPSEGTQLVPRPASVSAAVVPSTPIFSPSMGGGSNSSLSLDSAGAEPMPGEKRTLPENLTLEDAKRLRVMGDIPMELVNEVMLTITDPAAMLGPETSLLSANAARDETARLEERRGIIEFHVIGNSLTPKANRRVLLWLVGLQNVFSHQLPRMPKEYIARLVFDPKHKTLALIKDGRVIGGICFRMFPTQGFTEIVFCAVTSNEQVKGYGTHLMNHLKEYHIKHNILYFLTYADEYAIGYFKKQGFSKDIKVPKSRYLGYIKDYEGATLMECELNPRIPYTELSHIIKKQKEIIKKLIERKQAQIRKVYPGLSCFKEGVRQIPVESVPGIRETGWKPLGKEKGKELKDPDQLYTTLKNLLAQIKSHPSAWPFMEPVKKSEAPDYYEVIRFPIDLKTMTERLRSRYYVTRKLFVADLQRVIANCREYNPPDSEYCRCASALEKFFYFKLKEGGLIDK
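Titration-based screen in which CoA formation is detected via maleimide probe ThioGlo1 (50uM) turning fluorescent on thiol reaction; substrates H3(1-25) 75uM and acetyl-CoA 70uM, GCN5L2 20nM, 20 min incubation at room temperature.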
Starred values were filed as active, the others as inactive; ? = inconclusive; & = joins results of further samples; [ ] = remark or other dose. On the % scale 0 is the no-effect control and ±100 the full control effect; potency means the concentration at half of the fitted maximal effect.

structure | KAT2A inh
O=c1ncccn1[C@@H]1O[C@H](CO)C(O)[C@@H]1O (stereo partly specified) | 2%
N#Cc1c(Cl)nc(-c2cccnc2)nc1-c1ccccc1 | 11%
Cc1ccc2c(c1)-n1c(nc3ccccc3c1=O)C(CC(C)C)NC2=O (stereo unspecified) | 0%
CC[C@H](C)[C@H](NC(=O)[C@H](Cc1ccc(O)cc1)NC(=O)[C@@H](NC(=O)[C@H](CCCN=C(N)N)NC(=O)[C@@H](N)CC(=O)O)C(C)C)C(=O)N[C@@H](Cc1cnc[nH]1)C(=O)N1CCC[C@H]1C(=O)O | -20%
CO[C@H]1C=CO[C@@]2(C)Oc3c(C)c(O)c4c(O)c(c5c(c4c3C2=O)NC2(CCN(CC(C)C)CC2)N=5)=NC(=O)C(C)=CC=C[C@H](C)[C@H](O)[C@@H](C)[C@@H](O)[C@@H](C)[C@H](OC(C)=O)[C@@H]1C | -6%
CC(C)CCN(Cc1ccco1)C(=O)c1cc2c(s1)-c1ccccc1OC2 | -7%
CCc1cc(=O)oc2cc(OCC(=O)N3CCc4ccccc43)ccc12 | -2%
CCn1c(SCC(=O)N2CCN(c3ccccc3)CC2)nnc1-c1ccncc1 | -10%
CN(C)c1ccc(/C=N/NC(=O)CN2CCN(c3ccc(F)cc3)CC2)cc1 | 0%
CCCCNC(=O)C(c1ccc(OCC(=O)OC)c(C(=O)OC)c1)N(CCc1ccccc1)C(=O)CCCCCN1C(=O)NC(c2ccc(-c3ccccc3)cc2)C(C(=O)OCc2ccccc2)=C1C (stereo unspecified) | -5%
Cc1ccc(NC(=O)CN2C(=O)CC(C)Sc3ccccc32)c(C)c1 (stereo unspecified) | 1%
Cc1cc(C)n2c(SCC(=O)Nc3ccc(Cl)cn3)nnc2n1 | -4%
O=[N+]([O-])c1cc2nc(O)c(O)nc2cc1[N+](=O)[O-] | 3%
COc1ccc(CNc2nc(NCc3ccc(OC)cc3)c3ncn(C4CCCCC4)c3n2)cc1 | -11%
O=S(=O)(NCC1CCC(NS(=O)(=O)c2c(F)cccc2F)CC1)c1ccc2c(c1)OCCO2 (stereo unspecified) | -4%&-8%
CCn1cc(C(=O)NC2CC3CCC2C3)c(=O)c2ccc(C)nc21 (stereo unspecified) | 0%
CCN(CC)CCCN1C(=O)C(=O)/C(=C(/O)c2ccc(OC)c(Cl)c2)C1c1ccco1 (stereo unspecified) | -20%
CCN1CCc2c(sc(NC(=O)c3ccc4ccccc4c3)c2C(N)=O)C1 | ?
C#CCn1c(=O)c2c(nc(/C=C/c3cccc(OC)c3)n2C)n(CCCO)c1=O | -20%
Cc1ccc(C)c(CN2C(=O)c3ccccc3S(=O)(=O)c3ccc(C(=O)Nc4cc(F)ccc4F)cc32)c1 | -2%
CN1C(=O)/C(=C\c2ccccc2)Sc2ccc(C(=O)N3CCN(c4ccccn4)CC3)cc21 | -8%
O=C1c2ccccc2NC(c2ccc(Br)o2)N1O (stereo unspecified) | -9%
Cc1ccnn2c(-c3ccccc3)c3c(=O)n(C)c(=O)n(C)c3c12 | 2%
O=S(=O)(c1ccc(N2CCN(Cc3ccc4c(c3)OCO4)CC2)nc1)N1CCOCC1 | -15%
COc1ccc(-c2nnc3n2C(C)(C)Cc2cc(OC)c(OC)cc2-3)cc1 | 0%
Cc1ccc(N2CCN(S(=O)(=O)c3ccc4[nH]c5c(c4c3)CCCCC5)CC2)c(C)c1 | 4%
Cc1oc(/N=C/c2c(O)ccc3ccccc23)c(C#N)c1C | 0%
Cc1cc(S(=O)(=O)N2CCCC(N(C)CCc3ccccn3)C2)c(C)s1 (stereo unspecified) | -23%
Cc1cc(C(=O)OCC(=O)Nc2cc(S(=O)(=O)N(C)C)ccc2C)c(C)o1 | -6%
Cc1cc(C)n(-c2nc3sc4c(c3c(=O)[nH]2)CCCC4)n1 | 1%
CC(=O)OC1COC(OC2C(O)C(C)OC(OC3C(OC4CCC5(C)C(CCC6(C)C5CC=C5C7CC(C)(C)CCC7(C(=O)O)CCC56C)C4(C)CO)OCC(O)C3O)C2O)C(O)C1OC(C)=O (stereo unspecified) | -1%
O=C(Oc1cccc(O)c1)C1CCCCC1 | 0%
CC(=O)Nc1ccc(C(=O)CSc2nnc(-c3ccccc3)n2-c2ccccc2)cc1 | 0%
COc1ccc(NS(=O)(=O)c2ccc3c(c2)NC(=O)CCS3)c(OC)c1 | 25%
CCOC(=O)C1CCN(S(=O)(=O)c2c(Cl)ccc3nonc23)CC1 | -11%
COc1ccc(C(=O)NCC(=O)OCn2nnc3ccccc3c2=O)cc1OC | ?
O=C(O)c1ccc2c(c1)C(=O)N(CCc1ccc(O)cc1)C2=O | 1%
Cn1c(=O)c2[nH]c(SCc3ccccn3)nc2n(C)c1=S | -13%
CC1(C)CCC[C@@](C)([C@H]2CC[C@]3(C)[C@@H]2[C@H](O)C[C@@H]2[C@@]4(C)CC[C@H](O)C(C)(C)[C@@H]4[C@@H](O)C[C@]23C)O1 | 0%
Cc1cc([N+](=O)[O-])ccc1NC(=O)CSc1nccn1C | 2%
CC(C)(C)C1CC=C2C(C#N)=C(N)C(C#N)(C#N)C(c3cccs3)C2C1 (stereo unspecified) | -10%
COc1cccc(C(=O)COc2ccc3c(C)c(Cc4ccccc4)c(=O)oc3c2C)c1 | -1%
COc1ccc(C(=O)Nc2ccc(/C(C)=N/NC(=O)c3ccncc3)cc2)cc1 | -6%
CC(COc1ccc(C(C)C)cc1)NC(=O)c1ccc(Br)o1 (stereo unspecified) | -16%
O=C1c2ccccc2C(=O)C2OC12 (stereo unspecified) | 5%
Cc1cccc(/C=N/NC(=O)c2ccc3c(c2)OCCO3)c1O | -7%
O=C(c1cc([N+](=O)[O-])ccc1N1CCOCC1)N1CCN(c2ccccc2)CC1 | -9%
Nc1c(S(=O)(=O)O)cc(Nc2cccc3ccccc23)c2c1C(=O)c1ccccc1C2=O | 13µM*
CCCCCCCCCCCCCC/C(C(=O)O)=C(\C)C(=O)O | -4%
O=c1oc(-c2ccc(C(F)(F)F)cc2)nn1Cc1cc(Cl)ccc1O | 7%
O=C(Nc1ncccn1)c1ccc([N+](=O)[O-])cc1Cl | 0%
COc1ccc(N2CCN(C(=O)c3cnn(-c4ccc(F)cc4)c3-n3cccc3)CC2)cc1 | 0%
Cc1cc(NC(=O)c2ccc3c(c2)N(Cc2cccc(Cl)c2)C(=O)c2ccccc2S3(=O)=O)ccc1Br | -9%
COc1ccc2oc(-c3ccc(C)c(NC(=O)Cc4ccc(Cl)cc4)c3)nc2c1 | -14%
O=C1OC2(CCCCC2)CC2=C1C1O[C@](c3ccsc3)(Cc3c1ccc1ccccc31)O2 | ?
CCC(=O)NC(C)c1cc(Cl)c2cccnc2c1O (stereo unspecified) | 2%&-3%
NC(=O)CC[C@@H]1NC(=O)[C@H](CO)NC(=O)c2cc([N+](=O)[O-])cc(I)c2NCC[C@@H](C(N)=O)NC(=O)[C@H](Cc2ccc(O)cc2)NC1=O | -1%
CN1CCN(C(CC(=O)Nc2cccc(O)c2)C(=O)O)CC1 (stereo unspecified) | -3%
O=C(CCCCCNc1nc(=S)[nH]c2ccccc12)NCc1ccccc1Cl | 1%
CC(C)OCCCNC(=O)C(NS(=O)(=O)c1ccc2c(c1)c(=O)n(C)c(=O)n2C)c1ccccc1 (stereo unspecified) | 11%

The list continues.
canonical_smiles | KAT2A inh
CCOC(=O)c1ccc2c(c1)N(Cc1cccc([N+](=O)[O-])c1)C(=O)c1ccccc1S2 | 11%
Cc1cc(NC(=O)c2ccc(Br)o2)cc(-c2nc3ccccc3o2)c1O | ?
O=C(NCCc1csc(-c2cccnc2)n1)c1cccc(C(F)(F)F)c1 | -5%
CCOc1ccc(S(=O)(=O)N2CCN(c3c(C)cccc3C)CC2)c2ccccc12 | -2%
CCCCCCNC(=O)N[C@H](C(=O)NCCC[C@H]1CN2C(=NC[C@H]2C)N1CCC(c1ccccc1)c1ccccc1)C(C)O (stereo partly specified) | 7.9µM*
O=C(O)c1cc2ccccc2c(Cc2cc3ccccc3c(C(=O)O)c2O)c1O (tested in a mixture with another compound) | -21%[21.4 µM]
CC(C)C[C@H](NC(=O)[C@@H]1CCCN1C(=O)[C@H](Cc1ccccc1)NC(=O)[C@H](C)NC(=O)[C@H](CCC(=O)O)NC(=O)[C@H](C)NC(=O)[C@H](CO)NC(=O)[C@H](CCC(=O)O)NC(=O)[C@H](CC(=O)O)NC(=O)[C@H](CCC(=O)O)NC(=O)[C@H](C)NC(=O)CNC(=O)[C@H](CC(N)=O)NC(=O)[C@@H]1CCCN1C(=O)[C@H](Cc1ccc(O)cc1)NC(=O)[C@@H](NC(=O)[C@H](CCCCN)NC(=O)[C@@H](NC(=O)[C@@H]1CCCN1C(=O)[C@@H](N)CCCNC(=N)N)C(C)C)C(C)C)C(=O)N[C@@H](CCC(=O)O)C(=O)N[C@@H](Cc1ccccc1)C(=O)O | 0%
CCn1c2ccccc2c2cc(NC(=O)c3coc(=O)c(Br)c3)ccc21 | -9%
CC1CCN(S(=O)(=O)c2ccc3c(c2)N(CC(=O)NCc2ccccc2Cl)C(=O)CO3)CC1 | -2%
COc1ccc(C([O-])=Nc2ccc[n+](-c3nc4ccccc4nc3NS(=O)(=O)c3ccccc3)c2)cc1 | -12%
COc1cc(C2CC(=O)N3CN(c4ccccc4C)CSC3=C2C#N)cc(OC)c1OC (stereo unspecified) | ?
Cn1nnnc1SCC1=C(C(=O)O)N2C(=O)[C@@H](NC(=O)[C@@H](O)c3ccccc3)[C@@H]2SC1 | 3%[21.4 µM]
CCSc1nnc(NC(=O)C2CCN(S(=O)(=O)c3c(C)c(C)cc(C)c3C)CC2)s1 | -2%
COC(=O)C1C2CC3c4[nH]c5cc(OC)ccc5c4CCN3CC2CC(OC)C1OC (stereo unspecified) | -4%
COc1cc(C2CC(=O)Nc3c2c(=O)n(C)c2ncnn32)cc(OC)c1OC (stereo unspecified) | -4%
Cn1c(SCC(=O)c2ccc(F)cc2)nnc1-c1ccccc1Br | -2%
Cc1ccc(NC(=O)c2c(N3CCCC3=O)c3cc(C)ccc3n2C)c(C)c1 | -4%
COC(=O)c1cc2sc(Cl)cc2n1Cc1nc(-c2cccc(C)c2)oc1C | -3%
Cn1c2cc(C#N)sc2c2cnn(Cc3ccc(F)cc3)c(=O)c21 | -4%&-7%
Cc1ccc2nc(N3C(=O)C(O)=C(C(=O)c4ccco4)C3c3ccc(O)cc3)sc2c1 (stereo unspecified) | -20%
NC(Cc1ccc(Oc2ccc(O)cc2)cc1)C(=O)O (stereo unspecified) | 1%
COc1ccc(CNC(=O)CSc2nc3[nH]ncc3c(=O)n2-c2ccccc2Br)cc1 | -10%
CCN1CCc2c(OCC(=O)Nc3ccc4c(c3)OCCO4)cccc2C1=O | -1%
CS(=O)(=O)NC(=O)CCC/C=C\C[C@H]1C(=O)C[C@@H](O)[C@@H]1/C=C/[C@@H](O)COc1ccccc1 | -11%
CCCCCCCC1=CC2=CC(=O)C(C)(OC(C)=O)C(=O)C2=CN1CCc1ccccc1 (stereo unspecified) | -14%

Sorted by value in KAT2A inh (high to low): six of the compounds above
canonical_smiles | KAT2A inh
NC(Cc1ccc(Oc2ccc(O)cc2)cc1)C(=O)O (stereo unspecified) | 1%
CCOc1ccc(S(=O)(=O)N2CCN(c3c(C)cccc3C)CC2)c2ccccc12 | -2%
Cc1ccc(NC(=O)c2c(N3CCCC3=O)c3cc(C)ccc3n2C)c(C)c1 | -4%
CCn1c2ccccc2c2cc(NC(=O)c3coc(=O)c(Br)c3)ccc21 | -9%
COc1ccc(CNC(=O)CSc2nc3[nH]ncc3c(=O)n2-c2ccccc2Br)cc1 | -10%
CS(=O)(=O)NC(=O)CCC/C=C\C[C@H]1C(=O)C[C@@H](O)[C@@H]1/C=C/[C@@H](O)COc1ccccc1 | -11%

Going on with the list:
canonical_smiles | KAT2A inh
COC(=O)[C@@]1(Cc2ccc(OC)cc2)[C@H]2c3cc(C(=O)N4CCCC4)n(CCN4CCNC4=O)c3C[C@H]2CN1C(=O)c1ccccc1 | 1%
Cc1csc(CNc2ncnc3ccc(-c4ccc5c(c4)OCCO5)cc23)c1 | -20%&-6%
COc1ccc(COCC(O)CN2CCCC(C(F)(F)F)C2)cc1 (stereo unspecified) | -2%
CN1CCN(CC(=O)Nc2sc3c(c2C#N)CCC(C(C)(C)C)C3)CC1 (stereo unspecified) | -7%
COC(=O)c1ccc(CNC(=O)c2nc(Cn3nc(C)c(Br)c3C)no2)cc1 | 1%
CCC1(c2ccc(OC)cc2)NC(=O)N(C)C1=O (stereo unspecified) | -12%
CCC(=O)NC(c1cccs1)c1cc(Cl)c2ccccc2c1O (stereo unspecified) | -3%
CCN1C(=O)[C@H]2[C@H]3[C@H](O)[C@H](O)C/C(=N\O[C@H](C)c4cn([C@H](CO)Cc5ccccc5)nn4)[C@@H]3CC[C@H]2C1=O | -5%
Cc1nnc2ccc(-c3ccc(NC(=O)c4ccc(Cl)nc4)cc3)nn12 | -3%
CN(C)C(=O)/N=N/C(=O)N(C)C | -9%
O=C(NCCc1c[nH]c2ccccc12)c1ccccc1O | -6%
COc1ccc(OC)c(NC(=O)CC(NCCC2=CCCCC2)C(=O)O)c1 (stereo unspecified) | 0%
C#C[C@]1(O)CC[C@@H]2[C@H]3CCc4cc(OC)ccc4[C@@H]3CC[C@@]21C | -2%[21.4 µM]
COc1ccc(-c2ccc(-c3noc(-c4ccc(OC)c(OC)c4)n3)c(OC)n2)cc1 | 3%

Looked up by structure from the entries so far:
canonical_smiles | KAT2A inh
O=S(=O)(c1ccc(N2CCN(Cc3ccc4c(c3)OCO4)CC2)nc1)N1CCOCC1 | -15%
COc1ccc(CNc2nc(NCc3ccc(OC)cc3)c3ncn(C4CCCCC4)c3n2)cc1 | -11%

A portion of the library; the hit share may differ from the screen's.
